Compound activity as filed in PubChem.
uPA generation: inhibitors of cell surface uPA generation. 330,000 tested, 0.31% active. cell surface uPA generation assay, qHTS. Potency, µM (doses to about 38.3 µM), for inactives: at the top dose activity change, negative = inhibition, usual class: inhibitors; active means well fitted inhibition curve with a large enough effect; inconclusive means small, poorly fitted or top-dose-only effect; inactive means no such curve, though single readings can be large or run the other way; tested in mouse RAW 264.7 cells; further: potency means the concentration at half of the fitted maximal effect; nearly all actives have a fitted effect of over 55% in size
hERG WT inh: blocks the wildtype human KCNH2 potassium channel; activity change, % at 1.84 µM; U2OS, BacMam KCNH2, thallium flux FluxOr; stronger effect = lower value; Q12809; AID 720551; 340,000 tested, 0.37% active;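 active means maximum activity change below -70%; inconclusive means maximum activity change between -70% and -50%; inactive means maximum activity change above -50%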
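U2OS cells were transduced with wild-type KCNH2 virus (2.03 x 10^8 / mL) for 4 h at room temperature, then cultured overnight at 37 C. Thallium flux was read with FluxOr dye. Rate constants were normalized to DMSO controls.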
KCNH2 3.1 block: blocks the human KCNH2 3.1 channel isoform; 340,000 tested, 0.95% active; U2OS KCNH2 3.1, thallium flux FluxOr; stronger effect = lower value; activity change, % (tested at about 1.8 µM);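 active means maximum activity change below -70%; inconclusive means maximum activity change from -70% to -50%; inactive means maximum activity change above -50%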;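 further: thallium influx rate constant from kinetic fluorescence after stimulation buffer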
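Measured as rate of thallium-driven FluxOr signal in transduced U2OS cells carrying the 3.1 channel, read kinetically for 2 min upon stimulation; values are rate constants scaled to DMSO control wells.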
Coupling enz: counter-screen for Giardia aldolase inhibitors: coupling enzyme system. 290,000 tested, 0.67% active. activity change, negative = inhibition, % at 58.2 µM, hits read low. coupling enzyme system counterscreen, AmpLite Red fluorescence; in the data active means activity change below about -30%
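Final compound at 57.5 uM, incubated 10 min at RT with coupling enzyme reagent (glyceraldehyde-3-phosphate), then 20 min with substrate and AmpLite Red detection. Fluorescence read at 525/598 nm; tests interference with the coupling assay, not aldolase inhibition.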
Giardia killer: kills Giardia lamblia; Giardia lamblia trophozoite viability; activity change, % at 7.66 µM, hits read low; 340,000 tested, 0.15% active; AID 540267; in the data active means activity change below about -80%; inconclusive means between about -30% and that limit;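 further: parasites exposed to compound for two days anaerobically before the ATP read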
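Anaerobic 48 hrs incubation at 37 deg C of 100 trophozoites/well with test compounds; ATPLite 1-Step luminescence, 15-30 min RT, reports cellular ATP as viability.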
USP2a inh: blocks human ubiquitin-specific protease USP2a | O75604 | 330,000 tested, 0.01% active | USP2 core, Ub-CHOP2 coupled fluorogenic reporter, 485/531 | Potency, µM (titrated, usually from 38.3 µM), for the others: at the top dose activity change, negative = inhibition, actives largely listed as inhibitors;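 further: potency means the concentration at half of the fitted maximal effect; plate controls were DMSO wells for no effect and full inhibition by NEM control for full effect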
Target sequence (O75604 whole entry, looked up): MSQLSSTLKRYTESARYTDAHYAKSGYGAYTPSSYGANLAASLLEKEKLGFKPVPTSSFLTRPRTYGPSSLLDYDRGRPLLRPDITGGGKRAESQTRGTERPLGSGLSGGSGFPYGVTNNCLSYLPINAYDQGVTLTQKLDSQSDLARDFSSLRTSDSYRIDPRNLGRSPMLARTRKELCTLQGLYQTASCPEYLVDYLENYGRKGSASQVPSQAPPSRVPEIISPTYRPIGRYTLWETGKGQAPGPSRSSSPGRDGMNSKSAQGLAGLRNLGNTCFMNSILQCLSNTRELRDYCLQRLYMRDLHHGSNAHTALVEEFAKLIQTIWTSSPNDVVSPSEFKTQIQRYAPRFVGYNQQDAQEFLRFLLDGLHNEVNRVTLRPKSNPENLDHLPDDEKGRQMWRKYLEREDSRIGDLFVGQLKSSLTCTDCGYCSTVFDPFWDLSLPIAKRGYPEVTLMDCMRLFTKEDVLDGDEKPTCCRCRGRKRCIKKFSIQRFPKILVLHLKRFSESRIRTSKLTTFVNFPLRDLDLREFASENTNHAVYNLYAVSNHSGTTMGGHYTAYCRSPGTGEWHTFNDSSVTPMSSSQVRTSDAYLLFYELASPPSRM
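USP2 core (10nM final) preincubated 30min RT with compound in 20mM Tris-HCl pH 8.0, 2mM CaCl2, 2mM beta-mercaptoethanol, 0.05% CHAPS; 25nM Ub-CHOP2 plus 25nM reporter substrate added, fluorescence (Ex485/Em531) read after 60min.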
PKM2 activator: activators of human pyruvate kinase M2; AID 1631; purified PKM2, Kinase-Glo ATP luminescence, activation; response scale: 0% is enzyme alone, no compound; Potency, µM (highest dose often 57.5 µM), for inactives: at the highest dose activation, most hits filed as activators; 260,000 tested, 0.34% active; further: potency means the concentration at half of the fitted maximal effect; nearly all actives have a fitted effect of over 55% in size
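Purified hPK-M2 (>95% pure) converted ADP (0.1 mM final) to ATP with 0.5 mM PEP in 50 mM imidazole pH7.2, KCl, MgCl2, Tween 20, BSA; 1 h at room temperature. ATP detected by Kinase-Glo luminescence.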
B2AR arrestin: recruits beta-arrestin to the human beta2-adrenergic receptor. beta-arrestin recruitment to beta2AR, cell-based reporter. 330,000 tested, 0.02% active. P07550. Potency, µM (highest dose often 46.1 µM), for inactives: at the highest dose activation, usual class: activators;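 further: potency means the concentration at half of the fitted maximal effect; 0% = DMSO controls and full agonism = EC100 isoproterenol or metaproterenol; nearly all actives have a fitted effect of over 65% in size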
BCR signal inh: inhibitors of chronic active B-cell receptor signaling; ABC-DLBCL IkBa-CBG/CBR reporter, luminescence ratio, 4 h; Potency, µM (series often up to 46.1 µM), without a hit: at the highest dose ratio change, negative = lower green/red ratio, hits mostly inhibitors; 340,000 tested, 0.05% active; AID 493014; active means well fitted inhibition curve with a large enough effect in the signal ratio, with a control signal flat, not every such curve was filed as active; inconclusive means small, poorly fitted or top-dose-only effect, or effect the other way, or a change in a side signal; the % refers to the signal ratio;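 further: potency means the concentration at half of the fitted maximal effect; plate controls were basal doxycycline-induced cells for no effect and cells given 10 µM MG132 for full effect; MG132 reads +100%, hits lower the ratio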
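Compounds up to 46 uM were incubated four hours with TMD8 cells whose green CBG68 luciferase is fused to IkappaBalpha; red CBR luminescence normalised the signal, and concentration-effect curves were fitted to fusion, red and ratio data.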
Eya2 inh: blocks the phosphatase activity of human Eya2; O00167; recombinant Eya2, OMFP fluorescence dephosphorylation (OMFP is methylfluorescein phosphate); Potency, µM (highest dose often 76.9 µM), without a hit: top-dose activity, negative = inhibition, usual class: inhibitors; 330,000 tested, 0.006% active; further: potency means the concentration at half of the fitted maximal effect
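Eya2 protein (added as 0.2 uM solution) was preincubated with compound for 10 min at ambient temperature in 50 mM HEPES pH 7.5, 50 mM NaCl, 5 uM MgCl2, 0.05% BSA, 1 mM DTT. OMFP (added at 50 uM) then reacted 10 min; fluorescence read at 485/525 nm.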
GALK inh: inhibitors of human galactokinase | P51570 | Purified GALK, Kinase-Glo residual ATP luminescence | Potency, µM (series often up to 57.5 µM), for inactives: at the top dose activity change, negative = inhibition, actives largely listed as inhibitors | 270,000 tested, 0.007% active; further: potency means the concentration at half of the fitted maximal effect
Target sequence (P51570 whole entry, looked up): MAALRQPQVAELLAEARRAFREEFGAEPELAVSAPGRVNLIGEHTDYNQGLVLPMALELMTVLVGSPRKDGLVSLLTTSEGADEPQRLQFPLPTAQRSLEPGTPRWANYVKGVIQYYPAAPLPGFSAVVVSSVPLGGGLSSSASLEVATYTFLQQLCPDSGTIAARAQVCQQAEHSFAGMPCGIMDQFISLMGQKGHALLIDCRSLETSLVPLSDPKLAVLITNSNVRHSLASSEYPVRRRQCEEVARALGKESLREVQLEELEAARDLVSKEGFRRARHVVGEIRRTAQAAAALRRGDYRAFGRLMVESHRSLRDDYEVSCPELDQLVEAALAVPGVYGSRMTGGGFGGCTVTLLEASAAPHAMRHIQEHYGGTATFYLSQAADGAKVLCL
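Galactose (100 uM) and ATP (35 uM) were turned over by 5 nM GALK for 1 h at RT. Kinase-Glo Plus then converted the remaining ATP into a luminescent signal.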
The depositor's hits bear a star. Unless noted, the call rests on the fitted dose curve; in most records, active means well fitted curve in the direction sought with a large enough effect; inconclusive means small, poorly fitted or top-dose-only effect, or another doubt; inactive means no such curve, though single readings can be large; an effect the other way counts as inactive or inconclusive. Unless noted, on the % scale 0 is the no-effect control and ±100 the full control effect.

Screening O=C(C1CCCN(S(=O)(=O)c2ccc(Br)s2)C1)N1CCN(c2ccccc2)CC1 (configuration not stated) returned uPA generation -0.2%, hERG WT inh 16.7, KCNH2 3.1 block -36.6, Coupling enz -0.8, Giardia killer -14.6, USP2a inh 3.8%, PKM2 activator 0.1%, B2AR arrestin 0.0%, BCR signal inh -10.6%, Eya2 inh -6.7% and GALK inh -2.1%.
`COC(=O)c1cc2c(ccn2-c2ccc(F)cc2)n1Cc1ccc(OC(C)=O)cc1` gave uPA generation -3.4%, hERG WT inh -2.5, KCNH2 3.1 block 8.6, Coupling enz 1.5, Giardia killer 8.0, USP2a inh 0.4%, PKM2 activator -0.1%, B2AR arrestin 0.2%, BCR signal inh -0.7%, Eya2 inh 5.4% and GALK inh -0.6%.
Screening Cc1ccc(C2OC34CCCCCC3C(C#N)(C(=N)O4)C2(C#N)C#N)cc1 (configuration not stated) returned uPA generation -9.6%, hERG WT inh -3.4, KCNH2 3.1 block 1.0, Coupling enz -4.0, Giardia killer -3.6, USP2a inh 0.9%, PKM2 activator -9.5%, B2AR arrestin -0.2%, BCR signal inh inconclusive, Eya2 inh -0.5% and GALK inh 0.5%.
For C/C=C(\C)C(=O)N1CC2(CC(c3cccc(NC(=O)CCCCC)c3)=NO2)C[C@@H]1C(N)=O (some centres not stated) the results were uPA generation 5.0%, hERG WT inh -1.7, KCNH2 3.1 block -3.7, Coupling enz 1.2, Giardia killer 6.0, USP2a inh 0.0%, PKM2 activator 3.5%, B2AR arrestin 0.3%, BCR signal inh inconclusive, Eya2 inh 6.8% and GALK inh 1.9%.
`c1cncc(-c2nc(-c3ccco3)cs2)c1` gave uPA generation -2.7%, hERG WT inh 1.2, KCNH2 3.1 block 2.7, Coupling enz -3.6, Giardia killer -8.8, USP2a inh 0.0%, PKM2 activator 5.9%, B2AR arrestin -0.2%, BCR signal inh 10.0%, Eya2 inh 3.7% and GALK inh 0.6%.
`COCCN(C(=O)CSc1nc2nc(C)cc(C)n2n1)c1c(N)n(Cc2ccccc2)c(=O)[nH]c1=O` gave uPA generation 1.7%, hERG WT inh -14.4, KCNH2 3.1 block 2.6, Coupling enz 2.9, Giardia killer 5.6, USP2a inh 6.9%, PKM2 activator 2.2%, B2AR arrestin 0.1%, BCR signal inh 1.6%, Eya2 inh 8.2% and GALK inh -3.0%.
Screening Cc1c(C(=O)N2CCOCC2)sc(NC(=O)C(C)C)c1C#N returned uPA generation -3.8%, hERG WT inh -2.8, KCNH2 3.1 block -0.6, Coupling enz 0.8, Giardia killer -20.9, USP2a inh 1.8%, B2AR arrestin -0.6%, BCR signal inh 0.6%, Eya2 inh -8.9% and GALK inh -1.4%.
N#CCSCC(=O)Nc1ccc(Cl)cc1 was read as hERG WT inh -12.7, KCNH2 3.1 block -8.1, Coupling enz 0.5, Giardia killer 6.8, USP2a inh 2.5%, PKM2 activator -0.2%, B2AR arrestin 0.1%, BCR signal inh 2.5%, Eya2 inh -14.2% and GALK inh -0.4%.
For O=C(Cn1nnc(-c2ccccc2)n1)c1ccccc1 the results were uPA generation 19.4%, hERG WT inh -5.2, KCNH2 3.1 block 7.0, Coupling enz -1.4, Giardia killer 11.5, USP2a inh -1.8%, PKM2 activator -0.7%, B2AR arrestin -0.6%, BCR signal inh -3.4%, Eya2 inh 14.3% and GALK inh -1.1%.
Screening COc1ccc(-c2nnc(C(C)Nc3cccc(C(=O)NC4CC4)c3)o2)cc1 (configuration not stated) returned uPA generation 1.4%, hERG WT inh -5.3, KCNH2 3.1 block 3.7, Giardia killer 7.3, USP2a inh 0.3%, B2AR arrestin -0.2%, BCR signal inh -12.7% and Eya2 inh 8.4%.
O=C(NCC(=O)N(c1cccc(F)c1)C(C(=O)NC1CCCC1)c1ccncc1)c1cccs1 (configuration not stated) was read as uPA generation -0.5%, hERG WT inh -5.1, KCNH2 3.1 block 3.2, Coupling enz -0.8, Giardia killer 0.1, USP2a inh 1.6%, PKM2 activator -1.5%, B2AR arrestin 0.0%, BCR signal inh -27.5%, Eya2 inh 2.0% and GALK inh -2.0%.
COc1ccc(CN(C)C(=O)C2CSC3(C)CCC(=O)N23)cc1OC (configuration not stated) was read as uPA generation -21.2%, hERG WT inh 4.4, KCNH2 3.1 block -41.7, Giardia killer -13.3, USP2a inh 1.1%, B2AR arrestin -0.2%, BCR signal inh 4.0% and Eya2 inh 5.5%.
COC(=O)c1ccc(NC(=O)c2cccc(N3C(=O)CCC3=O)c2)cc1 was read as uPA generation -1.8%, hERG WT inh 1.7, KCNH2 3.1 block 13.2, Giardia killer -6.5, USP2a inh 1.6%, B2AR arrestin 0.0%, BCR signal inh inconclusive and Eya2 inh 7.6%.
Screening CCOC(=O)CC(=O)CSc1nc(CC)c(C)cc1C#N returned uPA generation -1.7%, hERG WT inh -4.5, KCNH2 3.1 block 1.7, Coupling enz -0.6, Giardia killer 22.3, USP2a inh -1.0%, PKM2 activator -9.7%, B2AR arrestin -1.0%, BCR signal inh 9.1%, Eya2 inh -8.4% and GALK inh 6.4%.
Screening COC(=O)c1c(C)oc2c1cc(NS(=O)(=O)c1ccc(C(=O)O)cc1)c1ccccc12 returned uPA generation -13.4%, hERG WT inh -5.5, KCNH2 3.1 block -5.1, Coupling enz -9.9, Giardia killer -8.5, USP2a inh 2.5%, PKM2 activator 0.8%, B2AR arrestin -0.8%, BCR signal inh 8.3% and Eya2 inh -5.5%.
Screening Cc1cnc(C(=O)OCC(=O)Nc2ccc(C)c(S(=O)(=O)N3CCCCC3)c2)cn1 returned uPA generation 6.8%, hERG WT inh -1.5, KCNH2 3.1 block 5.5, Coupling enz 2.7, Giardia killer -3.6, USP2a inh 2.8%, PKM2 activator -3.3%, B2AR arrestin 8.2%, BCR signal inh -4.7%, Eya2 inh 5.8% and GALK inh -0.3%.
For CC1(C)CC(=O)C(C(C2=C(O)CC(C)(C)CC2=O)c2ccc(Br)s2)C(=O)C1 (configuration not stated) the results were uPA generation -5.9%, hERG WT inh -9.4, KCNH2 3.1 block -0.2, Coupling enz 11.8, Giardia killer 7.4, USP2a inh 1.9%, PKM2 activator inconclusive, B2AR arrestin -0.7%, BCR signal inh inconclusive, Eya2 inh -0.7% and GALK inh 0.6%.
Screening COc1ccc(Cn2c(=O)[nH]c3cc(C(=O)NC4CCCC4)ccc3c2=O)cc1 returned uPA generation 3.5%, hERG WT inh -5.9, KCNH2 3.1 block -5.0, Coupling enz -0.6, Giardia killer -19.0, USP2a inh 5.2%, PKM2 activator 0.1%, B2AR arrestin 0.4%, BCR signal inh 2.6%, Eya2 inh 12.1% and GALK inh -1.1%.
Screening CCOCCCn1c(=O)c2ccccc2n2c(=S)[nH]nc12 returned uPA generation 7.3%, hERG WT inh -1.3, KCNH2 3.1 block -17.4, Coupling enz 2.8, Giardia killer 18.3, USP2a inh -0.2%, B2AR arrestin -0.4%, BCR signal inh 12.0%, Eya2 inh 0.5% and GALK inh 3.1%.
`Cc1onc(-c2c(F)cccc2Cl)c1C(=O)N1CCCCC1` gave uPA generation 8.3%, hERG WT inh -5.6, KCNH2 3.1 block -10.4, Giardia killer -13.6, USP2a inh 0.1%, PKM2 activator 0.5%, B2AR arrestin 0.3%, BCR signal inh 2.1%, Eya2 inh -2.9% and GALK inh -7.8%.
Screening CCCCn1c(=O)n(CC(=O)Nc2ccc(C)c(Cl)c2)c(=O)c2c1ncn2Cc1ccco1 returned uPA generation 5.5%, hERG WT inh 21.6, Coupling enz 0.8, Giardia killer -19.1, USP2a inh -6.3%, PKM2 activator inconclusive, B2AR arrestin 0.1%, BCR signal inh inconclusive, Eya2 inh -17.6% and GALK inh -2.2%.
Screening Cc1cccc(Oc2coc3cc(O)ccc3c2=O)c1 returned uPA generation -6.9%, hERG WT inh 5.3, KCNH2 3.1 block -32.0, Coupling enz 6.5, Giardia killer -23.9, USP2a inh -1.4%, B2AR arrestin 0.6%, BCR signal inh -0.7% and Eya2 inh 13.0%.
`O=C(NCC1CCCO1)c1ccc(Cn2c(=S)[nH]c3ccccc3c2=O)cc1` (configuration not stated) gave uPA generation -0.6%, hERG WT inh -4.2, KCNH2 3.1 block 1.3, Coupling enz 5.9, Giardia killer 4.4, USP2a inh -1.0%, PKM2 activator -26.6%, B2AR arrestin 0.1%, BCR signal inh inconclusive, Eya2 inh -1.5% and GALK inh 0.5%.
`COc1cc(Cl)c(C)cc1NC(=O)CN(C)Cc1cccc(OC)c1OC` gave uPA generation 12.5%, hERG WT inh 45.4, KCNH2 3.1 block -23.1, Coupling enz -2.0, Giardia killer -25.0, USP2a inh -4.9%, PKM2 activator 5.1%, B2AR arrestin -0.2%, BCR signal inh inconclusive, Eya2 inh -8.2% and GALK inh 7.4%.

An unsorted share of the library. Share with any hit: about 2.4%.
